Screening results deposited in PubChem by National Center for Advancing Translational Sciences (NCATS).
TRb-SRC2 inh = qHTS for Inhibitors of the Interaction of Thyroid Hormone Receptor and Steroid Receptor Coregulator 2; Thyroid hormone receptor beta (Homo sapiens), P10828; TRbeta-SRC2 peptide binding, fluorescence polarization; receptor liganded with 1 µM T3; Potency, µM (doses to about 106 µM), inactives show at the top dose activity change, negative = inhibition, usual class: inhibitors; actives 0.065% (n = 280,000);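 note: potency is the fitted concentration of half-maximal effect; plate controls were bound peptide for no effect and peptide without receptor for full effect; nearly all actives have a fitted effect of over 50% in size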
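Decrease in fluorescence polarization of 20 nM Texas Red SRC2 coactivator peptide flagged inhibition of its binding to 0.6 uM TRb LBD; 1 uM T3 included, incubation 5 hr, ex 555/em 632 nm.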
Tau fibril FP = qHTS for Inhibitors of Tau Fibril Formation, Fluorescence Polarization. Microtubule-associated protein tau (Homo sapiens), P10636. K18 P301L tau heparin fibrillization, Alexa594 FP, 6 h. Potency, µM (highest dose often 57.7 µM), for the others: at the top dose activity, negative = inhibition, hits mostly inhibitors. actives 0.39% (n = 280,000). AID 1468, 2008; note: potency is the fitted concentration of half-maximal effect; % is set by controls: 0 for no effect and ±100 for the full control effect; nearly all actives have a fitted effect of over 55% in size
Target sequence (P10636 561-689 P618L limits assumed): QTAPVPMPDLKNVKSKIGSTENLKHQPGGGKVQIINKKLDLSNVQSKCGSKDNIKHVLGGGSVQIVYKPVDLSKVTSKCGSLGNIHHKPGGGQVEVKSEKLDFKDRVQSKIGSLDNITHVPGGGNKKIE
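Recombinant K18 P301L […], labeled with Alexa 594 at 0.24 uM over 15 uM unlabeled; heparin inducer 20 uM final; 37 C, 6 hr; FP endpoint.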
Epigenetic reg = Quantitative High-Throughput Screen for Regulators of Epigenetic Control. murine LDR cells, GFP reporter derepression, 30 h. Potency, µM (top dose mostly 53.9 µM), inactives show at the highest dose GFP activation, hits mostly activators. actives 0.2% (n = 280,000); note: potency is the fitted concentration of half-maximal effect; % of control where 0% means no effect; nearly all actives have a fitted effect of over 60% in size
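Reporter derepression read as number of fluorescent GFP-positive objects, 20-120 um in size, counted by laser-scanning cytometer. Mouse LDR line with an epigenetically silenced CMV-GFP locus; compound incubation 30 h, 37 C.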
Tau fluor counter = Counterscreen qHTS for Inhibitors of Tau Fibril Formation, Fluorescence Polarization; tau K18 P301L Alexa594 fluorescence, heparin fibrillization; actives 0.93% (n = 280,000); AID 1463, 2008; Potency, µM (doses to about 57.7 µM), without a hit: at the top dose activity change, negative = decrease; note: potency is the fitted concentration of half-maximal effect; % is set by controls: 0 for no effect and ±100 for the full control effect; nearly all actives have a fitted effect of over 55% in size
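Human tau K18 P301L (15 uM unlabeled, 0.24 uM Alexa 594-labeled) in 100 mM sodium acetate pH 7 with 20 uM heparin, 6 hr at 37 C. ThT 30 uM added, 1 hr ambient; Alexa 594 FP and total fluorescence read at 555/632 nm.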
NPSR antagonist = qHTS Assay for Antagonists of the Neuropeptide S Receptor: cAMP Signal Transduction; Q6W5P4; CHO-NPSR cells, cAMP TR-FRET, antagonist mode; Potency, µM (titrated, usually from 38.3 µM), for the others: top-dose activity change, negative = inhibition, hits mostly inhibitors; actives 1% (n = 220,000); AID 1461, 2008; note: potency is the fitted concentration of half-maximal effect; % is set by controls: 0 for no effect and ±100 for the full control effect; nearly all actives have a fitted effect of over 50% in size; many of its hits are not listed in these tables
Target sequence (Q6W5P4 whole entry, looked up): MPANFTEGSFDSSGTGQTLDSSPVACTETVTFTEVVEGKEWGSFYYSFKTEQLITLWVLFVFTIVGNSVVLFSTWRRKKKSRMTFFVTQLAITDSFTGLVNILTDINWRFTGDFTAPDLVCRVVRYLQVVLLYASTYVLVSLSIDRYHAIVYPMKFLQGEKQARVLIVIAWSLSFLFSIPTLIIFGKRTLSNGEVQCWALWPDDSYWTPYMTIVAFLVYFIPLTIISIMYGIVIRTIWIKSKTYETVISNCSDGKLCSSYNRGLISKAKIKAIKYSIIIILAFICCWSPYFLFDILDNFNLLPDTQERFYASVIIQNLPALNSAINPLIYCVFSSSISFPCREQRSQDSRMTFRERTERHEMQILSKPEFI
TR SRC2 fluor cs = Total Fluorescence Counterscreen for Inhibitors of the Interaction of Thyroid Hormone Receptor and Steroid Receptor Coregulator 2 | TRb/SRC2 Texas Red total fluorescence interference | Potency, µM (doses to about 106 µM), without a hit: at the top dose fluorescence change, negative = quenching | actives 0.29% (n = 280,000); active = well fitted curve in either direction with a large enough effect; inconclusive = small, poorly fitted or top-dose-only effect; note: potency is the fitted concentration of half-maximal effect; % is set by controls: 0 for no effect and ±100 for the full control effect
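Flags fluorescent or light-absorbing compounds by total fluorescence, S + 2P, at 555 nm excitation and 632 nm emission. Mixture: 20 nM Texas Red SRC2 peptide, 0.6 uM human TRb LBD, 1 uM T3, 5% DMSO; compound exposure 5 h at ambient temperature.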
aGal spleen mod = qHTS Assay for Inhibitors and Activators of Human alpha-Galactosidase From Spleen Homogenate; human spleen homogenate, 4MU-alpha-Gal fluorescence, 40 min; Potency, µM (top dose mostly 80 µM), for the others: at the highest dose activity change, negative = inhibition, actives largely listed as inhibitors; AID 2107, 2009; actives 0.008% (n = 240,000);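 note: potency is the fitted concentration of half-maximal effect; 0% = enzyme with vehicle and -100% = no enzyme basal signal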
Target sequence (P06280 32-429 limits assumed): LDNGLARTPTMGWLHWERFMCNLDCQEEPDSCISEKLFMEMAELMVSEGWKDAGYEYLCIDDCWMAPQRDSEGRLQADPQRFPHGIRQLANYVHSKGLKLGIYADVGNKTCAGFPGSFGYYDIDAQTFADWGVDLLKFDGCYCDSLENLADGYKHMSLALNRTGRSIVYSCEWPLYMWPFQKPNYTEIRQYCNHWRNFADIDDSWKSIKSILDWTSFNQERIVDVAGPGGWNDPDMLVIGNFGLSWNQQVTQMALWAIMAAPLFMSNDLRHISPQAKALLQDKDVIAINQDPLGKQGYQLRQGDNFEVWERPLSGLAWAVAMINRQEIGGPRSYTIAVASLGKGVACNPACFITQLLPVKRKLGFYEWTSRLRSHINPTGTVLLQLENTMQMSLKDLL
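qHTS titration in buffer at pH 5.0. Alpha-galactosidase activity in spleen homogenate was measured via 4-methylumbelliferone release from 1 mM fluorogenic substrate after 40 min at 37C and a pH 10 stop. AC50 came from Hill fits of control-normalized data.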
CBFb RUNX1 block = qHTS Assay for Compounds Blocking the Interaction Between CBF-beta and RUNX1 for the Treatment of Acute Myeloid Leukemia | Runt-related transcription factor 1 (Homo sapiens) + Core-binding factor subunit beta … | AlphaScreen CBFb-His/RUNX1-biotin binding, biochemical | Potency, µM (doses to about 59.8 µM), inactives show at the top dose activity, negative = inhibition, usual class: inhibitors | 230,000 tested, under 10 active | AID 1477, 2009; note: % of control where 0% means no effect
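Proteins preincubated together for 20 min at RT before compound addition; 15 min later, nickel and streptavidin beads were added and left 90 min prior to AlphaScreen measurement.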
* marks the source's active call; other numbers are inactive results; u = inconclusive; x = no result given; & = joins results of further samples; [ ] = dose if it differs, or a comment. Unless noted, calls come from the whole dose curve; as a rule, active = well fitted curve in the direction sought with a large enough effect; inconclusive = small, poorly fitted or top-dose-only effect, or another doubt; inactive = no such curve, though single readings can be large; an effect the other way counts as inactive or inconclusive. Not all compounds are listed; the hit share may differ from the screen's.

1: O=C1NC(=O)C(=Cc2cn(CCOc3ccc4c(c3)OCO4)c3ccccc23)C(=O)N1
2: CC(=O)c1c(C)n(CCCOC(C)C)c2ccc(O)cc12
3: CCc1c(C)nc(N)nc1N1N=C1SCC#N
4: O=C(NC(C(Cl)Cl)N1CCOCC1)c1ccccc1 (configuration not stated)
5: O=[N+]([O-])c1ccc(N2CCCCC2)c2ncccc12
6: Fc1ccc(N2CCN(Cc3ccc4c(c3)OCO4)CC2)cc1
7: CC(c1ccccc1F)n1cc(C(=O)Nc2ccc3nc[nH]c3c2)nn1 (configuration not stated)
8: COC(=O)COc1ccc(C[C@@H](C)NC[C@H](O)c2cccc(Cl)c2)cc1

assay / entry | 1 | 2 | 3 | 4 | 5 | 6 | 7 | 8
TRb-SRC2 inh | 2% | -1% | -4% | 0% | 12% | 8% | 1% | -2%
Tau fibril FP | -14% | -4% | -5% | 0% | -15% | 2% | 2% | x
Epigenetic reg | u | 1.7% | -0.3% | -2.8% | -1.2% | -1.4% | -3.8% | x
Tau fluor counter | -23% | -10% | -12% | 7% | u | -1% | -2% | x
NPSR antagonist | -12%[46.1 µM] | 5%[46.1 µM] | -3%[46.1 µM] | 23% | 23% | -17%[46.1 µM] | -15%[46.1 µM] | x
TR SRC2 fluor cs | 0% | -1% | -3% | -2% | -1% | -1% | 1% | -4%
aGal spleen mod | -4% | -1% | -1% | 9% | 2% | -2% | 10% | u
CBFb RUNX1 block | -6% | 1% | 2% | 11% | -29% | -5% | 3% | 28%

9: CCNc1cc(N2CCNCC2)ccc1[N+](=O)[O-]
10: CN(C)c1ccc(/C=C/C=C/c2sc3ccccc3[n+]2C)cc1
11: C[C@]12CCC3C(CC[C@H]4C[C@H](O)CC[C@]34C)C1CC[C@@H]2C(=O)CO (some centres not stated)
12: CCCCC/C=C\C/C=C\CCCCCCCC(=O)NCCO
13: O=c1[nH]c(=S)n(CCC2=CCCCC2)c(O)c1/C=N/Nc1ccccc1
14: COc1cc2c(cc1-c1cc3cc4ccoc4cc3oc1=O)OCO2
15: Ic1ccccc1CNC1C2CCN(CC2)C1C(c1ccccc1)c1ccccc1 (configuration not stated)
16: c1ccc2cc(CC3=NCCN3)ccc2c1

assay / entry | 9 | 10 | 11 | 12 | 13 | 14 | 15 | 16
TRb-SRC2 inh | 3% | -9% | 7% | 8%&3%&3% | 2% | 6% | 0% | 10%&5%
Tau fibril FP | -5% | u | 2% | -3%&-12%&-6% | -4% | -7% | -4% | -3%&1%
Epigenetic reg | 1.1% | 2.4% | -0.2% | 0.0%&-1.1%&1.1% | -1.1% | 4.0% | -0.1% | 1.4%&1.1%
Tau fluor counter | 2% | u | -7% | -12%&-11%&-9% | u | -30% | -6% | -12%&0%
NPSR antagonist | -26% | u | -14%[46.1 µM] | x | -26% | x | 6%[46.1 µM] | -6%&2%[46.1 µM]
TR SRC2 fluor cs | -1% | 29% | 0% | -1%&-1%&-1% | 11% | -3% | -1% | 1%&1%
aGal spleen mod | 1% | 0% | 6% | 10%&9%&3% | 3% | 26% | 10% | 2%&3%
CBFb RUNX1 block | -4% | -12% | -1% | 8%&16%&-9% | -25% | 13% | 8% | 6%&15%

17: c1cc2n(c1)-c1c(ccc3c1OCO3)CNC2c1ccc2c(c1)OCO2 (configuration not stated)
18: Oc1cc2c(cc1O)[C@H]1c3ccccc3CN[C@@H]1CC2
19: c1ccc(CCCCN2CCC(c3ccccc3)CC2)cc1
20: C=C(COC(=O)CCC(=O)O)CC1CC(O)[C@]2(C)OC3CC4OC5C[C@]6(C)O[C@]7(C)CCC8OC9C[C@]%10(C)OC%11C(C)=CC(=O)OC%11CC%10OC9C[C@@H](C)C8OC7CC6O[C@]5(C)C/C=C\C4OC3CC2O1 (some centres not stated)
21: C=CCn1c(O)c(C(C)=NC(C)c2ccccc2)c(=O)[nH]c1=O (configuration not stated)
22: CCOC(=O)c1c(C)n(Cc2ccccc2)c2ccc(OCC(O)Cn3nc(C)cc3C)cc12 (configuration not stated)
23: O=C(Cc1cc(=O)[nH][nH]1)N/N=C/c1ccccc1Cl
24: Cc1nn(Cc2ccccc2)c(C)c1C(=O)NCc1ccccc1

assay / entry | 17 | 18 | 19 | 20 | 21 | 22 | 23 | 24
TRb-SRC2 inh | -1% | 3% | 6%&-3% | 8% | -2% | 1% | -9% | -4%
Tau fibril FP | 6% | -10% | -13%&-1% | 3% | 3% | -10% | u | 0%
Epigenetic reg | -0.8% | 9.6% | 0.0%&-0.1% | -1.6% | 2.1% | -2.0% | 1.1% | -3.5%
Tau fluor counter | -16% | -30% | -3%&-3% | 12% | -5% | -13% | 2% | -4%
NPSR antagonist | -6%[46.1 µM] | 7% | x | -24% | 6% | u | 2% | -5%
TR SRC2 fluor cs | 1% | -1% | -1%&-1% | 1% | -2% | -1% | 1413µM*[quencher] | -1%
aGal spleen mod | -6% | -3% | -14%&7% | 0% | 7% | 3% | 3% | 3%
CBFb RUNX1 block | -5% | 6% | 15% | 5% | -1% | -8% | -1% | 16%

A run of entries from further up, for reference:
17: c1cc2n(c1)-c1c(ccc3c1OCO3)CNC2c1ccc2c(c1)OCO2 (configuration not stated)
18: Oc1cc2c(cc1O)[C@H]1c3ccccc3CN[C@@H]1CC2

assay / entry | 17 | 18
TRb-SRC2 inh | -1% | 3%
Tau fibril FP | 6% | -10%
Epigenetic reg | -0.8% | 9.6%
Tau fluor counter | -16% | -30%
NPSR antagonist | -6%[46.1 µM] | 7%
TR SRC2 fluor cs | 1% | -1%
aGal spleen mod | -6% | -3%
CBFb RUNX1 block | -5% | 6%

(listing goes on)
25: CCCNC1=C(C)C(=O)C2=C(C1=O)C(COC(N)=O)[C@]1(OC)C3NC3CN21 (some centres not stated)
26: CCSc1nnc(NC(=O)c2cccn(Cc3ccc(Cl)cc3)c2=O)s1
27: CCCN(CCC)c1c([N+](=O)[O-])cc(S(N)(=O)=O)cc1[N+](=O)[O-]
28: COc1cc(/C=C/c2nc3ccccc3c(=O)n2-c2ccc(Br)c(C)c2)ccc1O
29: CC(C)[C@]1(O)[C@@H](OC(=O)c2ccc[nH]2)[C@@]2(O)[C@@]3(C)C[C@]4(O)O[C@@]5([C@H](O)[C@@H](C)CC[C@]35O)[C@@]2(O)C41C
30: CCOC(=O)c1c(NC(=O)C(c2ccccc2)c2ccccc2)sc2c1C1CCN2CC1
31: C=CCSc1nc2c(c(-c3ccsc3)c1C#N)CN(C)CC2
32: CC(C)CN(CC(C)C)C(=O)C1C2c3ccccc3C(c3ccccc32)C1C(=O)O (configuration not stated)

assay / entry | 25 | 26 | 27 | 28 | 29 | 30 | 31 | 32
TRb-SRC2 inh | 4% | -2% | -2% | -6% | 3%&4%&0%&6% | 7% | -11% | 0%
Tau fibril FP | 5% | -13% | x | u | u | 1% | u | -1%
Epigenetic reg | 1.2% | 8.3% | x | 8.2% | 0.0%&0.0%&0.0% | -2.3% | u | 0.0%
Tau fluor counter | u | -1% | x | u | -17%&3%&-11% | -6% | 20µM*[quencher] | 1%
NPSR antagonist | -23% | x | x | x | x | u | -37% | 4%
TR SRC2 fluor cs | -4% | 6% | -3% | -1% | -1%&1%&-1%&-2% | 1% | 2% | -5%
aGal spleen mod | -5% | x | 17% | x | 16%&16%&-6%&2% | -5% | 5% | 10%
CBFb RUNX1 block | -15% | x | -4% | x | 3%&-6%&10%&5% | -6% | -22% | 13%

The final three compounds of the section above lead into the next:
30: CCOC(=O)c1c(NC(=O)C(c2ccccc2)c2ccccc2)sc2c1C1CCN2CC1
31: C=CCSc1nc2c(c(-c3ccsc3)c1C#N)CN(C)CC2
32: CC(C)CN(CC(C)C)C(=O)C1C2c3ccccc3C(c3ccccc32)C1C(=O)O (configuration not stated)
33: Clc1ccc2c(c1)C(c1ccccc1Cl)=NCc1nnc(Br)n1-2
34: Cc1ccc(NC(=O)N(Cc2ccc3c(c2)OCO3)C2CCN(Cc3ccccc3)CC2)cc1F
35: CCOc1ccc(CC2C(=O)NC(=O)N(c3ccc(CC)cc3)C2=O)cc1 (configuration not stated)
36: O=c1[nH]c(O)c(C=Nc2ccccc2[N+](=O)[O-])c(=O)[nH]1
37: COc1cc(NC(=O)CN2C3CCC2CC(O)(c2cccnc2)C3)cc(OC)c1 (configuration not stated)
38: CN(CC(=O)O)C(=O)[C@H](Cc1ccccc1)NC(=O)[C@@H](CCCN=C(N)N)NC(=O)[C@@H](N)Cc1ccc(O)cc1
39: Cc1cc(OC(=O)c2ccco2)c2c3c(c(=O)oc2c1)CCC3
40: CN(C)CC1Oc2ccccc2OC1(O)c1ccccc1 (configuration not stated)
41: CCC(C)N1C(=O)/C(=C\c2ccc(N3CCCCCC3)cc2)C(=O)NC1=S (configuration not stated)

assay / entry | 30 | 31 | 32 | 33 | 34 | 35 | 36 | 37 | 38 | 39 | 40 | 41
TRb-SRC2 inh | 7% | -11% | 0% | -20% | 5% | -5% | 2% | 5% | -2% | -11% | -3% | 20%
Tau fibril FP | 1% | u | -1% | -4% | 0% | -3% | 5% | 4% | x | -1% | 11% | -7%
Epigenetic reg | -2.3% | u | 0.0% | 7.0% | -0.4% | 0.7% | 2.1% | -1.9% | x | -7.2% | u | 0.0%
Tau fluor counter | -6% | 20µM*[quencher] | 1% | -7% | -18% | -7% | 10% | -5% | x | -4% | 18% | -6%
NPSR antagonist | u | -37% | 4% | -20%[46.1 µM] | x | 6%[46.1 µM] | 0% | 3%[46.1 µM] | x | -20%[46.1 µM] | u | -36%
TR SRC2 fluor cs | 1% | 2% | -5% | -1% | 0% | -3% | -3% | -5% | 4% | 2% | -2% | 13%
aGal spleen mod | -5% | 5% | 10% | 26% | x | 0% | -7% | 0% | -10% | 8% | 3% | 8%
CBFb RUNX1 block | -6% | -22% | 13% | 10% | x | 2% | 0% | -4% | u | 5% | 7% | -17%
